Compound activity: PubChem, several laboratories
NALP1 yeast inh: blocks the NALP1 inflammasome reconstituted in yeast; S. cerevisiae NALP1/ASC/caspase-1 growth, X-gal OD620, 72 h; inhibition, % at 10 µM; 280,000 compounds, 0.61% hits; AID 2071; in the data active means inhibition mostly above about 24%, no sharp cut-off; inactive means mostly below about 32%; further: some compounds called inactive have numbers as strong as hits
MEKK2mut PB1 HTS: signal of MEK5 binding to mutant human MEKK2 PB1 domain; 290,000 compounds, 0.35% hits; bead flow cytometry, Alexa488-MEK5 binding to MEKK2 mutant; AID 1530; percent response, % at 10 µM; in the data active means percent response above about 24%, passing the limit was not always enough; further: inactives centre near 1; some results filed as inactive read as strong as hits; reference of the scale not given here
UBC9 SUMO inh: inhibitors of human SUMOylation (UBC9) | inhibition, % at 35 µM | HTRF SUMOylation assay, SAE1/SAE2 + UBC9, in vitro | 290,000 compounds, 0.36% hits | P63279; in the data active means inhibition above about 50%, passing the limit was not always enough; further: strong numbers were not always called active
MEKK3 PB1 HTS: raises or lowers MEK5 binding to the human MEKK3 PB1 domain. 290,000 compounds, 1.4% hits. bead-based flow cytometry, Alexa488-MEK5 binding to MEKK3; actives lie on both sides; 0 = blocked by unlabeled MEK5, 100 = vehicle. binding response (% of control), % at 10 µM;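 active means binding response more than 3 SD above or below the average of its plate-row segment, actives on both sides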;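 further: Alexa488 bead fluorescence after subtracting the streptavidin-only scavenger bead signal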
PfM18AAP inh: PfM18AAP enzyme inhibition. recombinant PfM18AAP, H-Glu-NHMec fluorogenic cleavage. inhibition, % at 7.35 µM. 290,000 compounds, 1.2% hits;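 active means inhibition above the campaign mean inhibition over all tested compounds plus 3 SD, cut at about 28% in these data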;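 further: 0% = plate median of test compound wells and 100% = 2 mM ZnCl2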
MEKK2 WT-MEK5: raises or lowers MEK5 binding to wildtype human MEKK2 PB1 domain; AID 1531; bead flow cytometry, Alexa488-MEK5 binding to MEKK2 WT; actives lie on both sides; 290,000 compounds, 1.1% hits; binding response (% of control), % at 10 µM; Q9Y2U5; in the data active means binding response below about 67% or above about 130%
IDE inh: inhibits human insulin-degrading enzyme in HEK cells; P14735; FAbetaB cleavage, fluorescence polarization; inhibition, % at 5.59 µM; 320,000 compounds, 0.41% hits; AID 434962;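 active means percent inhibition above the average of all tested compounds plus 3 SD, set per screening campaign, cut at about 16% in these data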;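 further: IDE supplied by intact live HEK cells; FP after avidin binding of uncleaved biotin substrate so inhibition keeps polarization high; 0% = DMSO wells and 100% = 60 µM reference IDE inhibitor Ii1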
Target sequence (P14735 whole entry, looked up): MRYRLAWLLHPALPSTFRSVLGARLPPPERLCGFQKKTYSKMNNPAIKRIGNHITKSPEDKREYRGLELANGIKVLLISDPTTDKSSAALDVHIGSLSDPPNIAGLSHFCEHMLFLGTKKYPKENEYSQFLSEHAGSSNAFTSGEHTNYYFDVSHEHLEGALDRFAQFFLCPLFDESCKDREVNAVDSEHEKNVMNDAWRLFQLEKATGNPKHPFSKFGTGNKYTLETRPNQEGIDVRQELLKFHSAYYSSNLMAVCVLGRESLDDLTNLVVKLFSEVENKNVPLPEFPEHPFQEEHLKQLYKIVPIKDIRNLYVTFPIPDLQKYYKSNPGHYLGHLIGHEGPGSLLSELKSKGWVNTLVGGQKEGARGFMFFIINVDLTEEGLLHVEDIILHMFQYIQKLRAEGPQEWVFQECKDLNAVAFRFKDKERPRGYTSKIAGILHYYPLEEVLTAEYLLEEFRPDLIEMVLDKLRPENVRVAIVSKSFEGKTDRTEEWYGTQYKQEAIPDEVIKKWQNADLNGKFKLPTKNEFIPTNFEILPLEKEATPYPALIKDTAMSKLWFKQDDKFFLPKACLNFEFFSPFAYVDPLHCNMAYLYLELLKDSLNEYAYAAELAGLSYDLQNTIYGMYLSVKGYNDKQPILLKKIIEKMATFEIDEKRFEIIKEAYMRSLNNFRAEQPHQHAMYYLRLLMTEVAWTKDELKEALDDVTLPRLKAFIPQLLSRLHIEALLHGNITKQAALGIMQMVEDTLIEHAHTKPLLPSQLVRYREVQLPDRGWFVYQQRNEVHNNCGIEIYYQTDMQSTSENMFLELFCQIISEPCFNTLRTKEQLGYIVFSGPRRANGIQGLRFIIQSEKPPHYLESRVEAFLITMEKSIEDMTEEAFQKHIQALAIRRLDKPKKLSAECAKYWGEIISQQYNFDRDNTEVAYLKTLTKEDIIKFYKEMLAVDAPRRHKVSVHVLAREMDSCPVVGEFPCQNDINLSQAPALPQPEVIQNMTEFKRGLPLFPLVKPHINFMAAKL
p-CIP stab down: p/CIP protein destabilization; decrease of EGFP signal, % at 10 µM; F442A p/CIP-EGFP cells, EGFP fluorescence, 16 h; AID 1984; 290,000 compounds, 0.01% hits;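 active means EGFP signal decrease of at least 30% at 10 µM or well 3 SD below plate mean, unless failing retest; inactive means the rest, including hits failing retest or dose response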; further: some compounds called inactive have numbers as strong as hits; many of its hits are not listed in these tables
IDE cell activ: IDE (human) activation, cell-based; P14735; HEK cells, FAbeta-B cleavage, fluorescence polarization; 0% vehicle, 100% cell-free pure enzyme wells; AID 493087; 340,000 compounds, 0.073% hits; activation, % at 5.96 µM;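 active means activation above the mean of all tested compounds plus 3 SD, set per screening campaign, cut at about 17% in these data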
Numbers without * were called inactive; · = not tested or not shown; [ ] = dose if it differs, or a comment. Not all compounds are listed; count on the stated rates, not on these rows.

SMILES | NALP1 yeast inh | MEKK2mut PB1 HTS | UBC9 SUMO inh | MEKK3 PB1 HTS | PfM18AAP inh | MEKK2 WT-MEK5 | IDE inh | p-CIP stab down | IDE cell activ
O=[N+]([O-])c1cc(S(=O)(=O)N2CCCC2)ccc1N/N=C/c1ccncc1 | 21 | -2 | 18 | 93 | -6 | 94 | -3 | -19 | 5
O=C(CSc1ncccn1)N1CCN(S(=O)(=O)c2ccccc2)CC1 | · | 8 | -6 | 105 | 0 | 109 | -3 | -9 | 1
O=C(NC1CC2CCCC(C1)N2Cc1ccccc1)c1cccc(Cl)c1 (stereo unspecified) | 5 | 6 | 14 | 103 | 6 | 107 | 1 | -4 | -1
CC(=O)COc1coc(CN2CCN(c3ccc(F)cc3)CC2)cc1=O | -1 | -5 | -3 | 99 | 3 | 100 | 3 | -8 | 3
O=C(O)C12CC3CC(C1)CC(n1cnc(Cl)n1)(C3)C2 | 8 | 4 | 1 | 107 | -2 | 105 | 5 | -12 | 0
O=[N+]([O-])c1ccc(C2CCCC/C2=N/OCc2ccc(F)cc2)c([N+](=O)[O-])c1 (stereo unspecified) | 22 | 1 | -11 | 99 | 5 | 99 | 1 | -7 | 7
CN(C)c1ccc(CNc2ccccn2)cc1 | 6 | 7 | -3 | 105 | 4 | 109 | -1 | 7 | 7
Cc1ccc2occ(/C=N/O)c(=O)c2c1 | -6 | -1 | 19 | 103 | 2 | 98 | 2 | -3 | 2
COCCNC(=O)c1ccc2c(c1)nc(C)n2-c1cc(OC)c(OC)c(OC)c1 | 5 | -3 | -1 | 96 | -4 | 98 | 1 | -19 | 3
COc1cc(NS(=O)(=O)c2ccc(C)cc2)c2ncccc2c1 | 6 | 0 | -93 | 100 | 4 | 100 | 6 | -12 | 0

Compound profiles, from the list above:
Results for `O=C(O)C12CC3CC(C1)CC(n1cnc(Cl)n1)(C3)C2` = NALP1 yeast inh: 8; MEKK2mut PB1 HTS: 4; UBC9 SUMO inh: 1; MEKK3 PB1 HTS: 107; PfM18AAP inh: -2; MEKK2 WT-MEK5: 105; IDE inh: 5; p-CIP stab down: -12; IDE cell activ: 0
Results for `O=C(CSc1ncccn1)N1CCN(S(=O)(=O)c2ccccc2)CC1` = NALP1 yeast inh: ·; MEKK2mut PB1 HTS: 8; UBC9 SUMO inh: -6; MEKK3 PB1 HTS: 105; PfM18AAP inh: 0; MEKK2 WT-MEK5: 109; IDE inh: -3; p-CIP stab down: -9; IDE cell activ: 1

The results go on.
SMILES | NALP1 yeast inh | MEKK2mut PB1 HTS | UBC9 SUMO inh | MEKK3 PB1 HTS | PfM18AAP inh | MEKK2 WT-MEK5 | IDE inh | p-CIP stab down | IDE cell activ
CC(=O)Nc1ccc(SCC(=O)Nc2sccc2C#N)cc1 | -3 | -3 | 1 | 100 | -7 | 97 | 7 | -1 | 1
Cc1ccc(S(=O)(=O)NCCn2cnc([N+](=O)[O-])n2)cc1 | -7 | -1 | -2 | 99 | 6 | 94 | 8 | -13 | 3
O=C(NCCN1CCOCC1)C(=O)NCc1ccc2c(c1)OCO2 | 2 | -1 | -4 | 100 | 1 | 99 | 5 | 2 | 6
CN(CC(=O)Nc1ccc(F)c(F)c1F)C(=O)Cc1ccc2c(c1)OCCO2 | 18 | 3 | -4 | 101 | 6 | 106 | -2 | 9 | -5
O=c1c2cnn(-c3ccccc3)c2ncn1Cc1ccccc1F | 22 | 9 | 6 | 100 | -9 | 104 | 3 | 4 | 8
CCc1ccc(OCC(=O)N(Cc2cccs2)C2CCS(=O)(=O)C2)cc1 (stereo unspecified) | 3 | -1 | 6 | 102 | 0 | 100 | 2 | 6 | -4
CC1(C)CC(=O)C(C=Nc2ccc(NC3=C(C#N)C(=O)CC(C)(C)C3)cc2)=C(O)C1 | -6 | 0 | -1 | 101 | -15 | 101 | 5 | 2 | 1
O=C(N/N=C/c1c(O)n(Cc2ccccc2)c(=O)c2ccccc12)c1cccnc1 | 19 | 1 | -4 | 103 | 11 | 101 | 14 | 11 | -18
C/C(=N\NC(=O)c1ccccc1N)c1ccc(NC(=O)Cc2ccccc2)cc1 | 12 | -5 | 1 | 99 | -5 | 97 | · | -1 | -5
CCOC(=O)N1CCC(N2C(=O)c3ccc(C(=O)NCCOC)cc3C2=O)CC1 | 5 | 2 | 4 | 101 | 2 | 102 | 1 | 2 | -3
CCCC12C(=O)C(C)(C(c3ccccc3)=C1c1ccccc1)C1C(=O)N(c3ccc(C)cc3)C(=O)C12 (stereo unspecified) | 9 | -3 | -6 | 96 | -7 | 97 | -4 | -6 | -7
Cc1cc(NC(=O)CSc2nnc(-c3ccccc3Cl)o2)no1 | 2 | -1 | -1 | 103 | 23 | 105 | 0 | -4 | 3
CN(C)c1ccc(N=Nc2cccc3ccoc23)cc1 | 9 | 2 | 12 | 98 | 6 | 95 | 0 | 4 | 2
COc1ccc(Nc2nc3c(c(=O)n(C)c(=O)n3C)n2CCO)cc1 | 10 | 2 | 11 | 104 | 1 | 104 | 0 | 0 | 4
CN1CCN(C(=O)/C=C/c2cn(-c3ccccc3)nc2-c2ccc3c(c2)OCCO3)CC1 | 0 | 7 | 25 | 95 | -1 | 122 | 3 | 8 | 0
Cc1ccc(N2CC(C(=O)OCC(=O)Nc3cc(C)on3)CC2=O)c(C)c1 (stereo unspecified) | 26 | -1 | -16 | 98 | -11 | 102 | -1 | -10 | 1
CC(=O)Nc1ccc(S(=O)(=O)Nc2nccc(C3Cc4ccccc4C(=O)O3)n2)cc1 (stereo unspecified) | 8 | 3 | 7 | 96 | -5 | 97 | 0 | -2 | -1
Cc1csc(NC(=O)C2CCCN(S(=O)(=O)c3cccnc3)C2)n1 (stereo unspecified) | 10 | -2 | -10 | 93 | 2 | 95 | 4 | -8 | 1
Cc1noc(C)c1S(=O)(=O)N1CCCC(C(=O)Nc2nccs2)C1 (stereo unspecified) | 7 | -6 | 16 | 93 | 5 | 95 | 2 | -13 | 4
CCc1ccc(C(O)(CNCc2ccccc2)c2ccccc2)cc1 (stereo unspecified) | 29 | 26* | 6 | 111 | -6 | 120 | · | -11 | 3
COc1cc(NS(=O)(=O)c2ccc(NC(=O)/C=C/C(=O)O)cc2)nc(OC)n1 | 11 | 0 | 4 | 102 | -16 | 105 | 2 | 30 | 4
Cc1cc(-c2csc(N)n2)c(C)n1Cc1ccccc1 | 3 | -5 | 25 | 91 | 4 | 89 | 3 | 7 | -2
CC(=O)c1ccc(N2CCN(C(=S)Nc3ccccc3F)CC2)cc1 | 11 | -11 | 23 | 90 | -6 | 92 | 4 | -5 | -1
Fc1ccccc1/C=N/NC(=S)Nc1ccc(Cl)cc1Cl | 12 | 0 | 13 | 99 | -5 | 98 | 2 | 6 | 1
CC(=O)Nc1ccc(OC(=O)N2CCCC2)cc1 | 16 | 0 | 2 | 100 | 0 | 105 | -4 | -4 | 2
CC(C)(C)c1cc[n+](-c2[nH]c(=O)sc2/C=N/N=C(\[O-])c2ccccc2)cc1 | 5 | 0 | 22 | 99 | 2 | 99 | 0 | -7 | 1
Cc1ccccc1/C=N/NC(=O)Cn1nnc(N)n1 | 26 | -2 | 4 | 97 | -9 | 95 | -2 | -16 | 4
CN1C(=O)Nc2cccc3cccc1c23 | 3 | 6 | -6 | 104 | 11 | 109 | 5 | -2 | 0
O=C(O)c1cccc(-n2nnnc2SCc2ccccc2Cl)c1 | 8 | 4 | 15 | 103 | 2 | 104 | 2 | 3 | 4
COc1cc(NC(=O)CN(C)Cc2ccc(OC(F)F)cc2)c(C)cc1[N+](=O)[O-] | 30 | 4 | -16 | 100 | -8 | 99 | 3 | -8 | 0
CC(C)S(=O)(=O)C1=NSC2=NC(=O)/C(=C\c3ccc(OC(=O)c4ccco4)cc3)C(=N)N21 | 18 | -8 | 6 | 95 | 2 | 93 | -1 | 0 | 2
CCOc1ccccc1-c1cc(C(=O)N/N=C/c2ccc3c(c2)OCO3)c2ccccc2n1 | 7 | -1 | 17 | 101 | -10 | 97 | · | -3 | -2
Nn1c(SC/C=C/c2ccccc2)nnc1-c1cccnc1 | 8 | -11 | 0 | 76 | 9 | 79 | 3 | -2 | -2
CC(C)(C)c1cc(C(=O)NNc2ccc(OC(F)(F)F)cc2)n(Cc2ccccc2)n1 | 7 | -3 | 12 | 99 | 1 | 95 | -3 | 4 | 7
CC(C)CNC(=O)COc1ccccc1[N+](=O)[O-] | 28 | 6 | 8 | 101 | 1 | 103 | -3 | -1 | 1
Cc1ccc(C2C(C(=O)c3cc4ccccc4o3)=C(O)C(=O)N2c2cc(C)on2)cc1 (stereo unspecified) | 22 | -11 | 0 | 92 | 9 | 96 | 3 | -7 | -2
O=C(c1ccc(N2CCC3(CC2)OCCO3)c([N+](=O)[O-])c1)N1CCOCC1 | 4 | -6 | 14 | 97 | 3 | 96 | -3 | -8 | 7
Cc1ccccc1S(=O)(=O)Cc1ccc(C(=O)NCc2ccco2)o1 | 4 | 3 | -3 | 105 | 6 | 104 | -2 | 2 | 6
COc1ccc(C(=O)N=C2SC3CS(=O)(=O)CC3N2Cc2ccccc2)cc1OC (stereo unspecified) | 7 | 6 | · | 102 | 2 | 101 | 4 | -9 | -3
CCOc1ccccc1NC(=O)CCS(=O)(=O)c1ccc(Br)cc1 | -4 | -12 | 3 | 81*[inhibitor] | -3 | 93 | 6 | -2 | 0
Cc1ccc(C(C)C)c(OCCCCCN2CCOCC2)c1 | 22 | 0 | -2 | 99 | 2 | 107 | 3 | -11 | -2
N#Cc1cc(Oc2cccc3cccnc23)c(-n2nnc3ccccc32)cc1C#N | 2 | 5 | -11 | 107 | 1 | 104 | 10 | -2 | -15
COc1ccc(OC)c(NC(=O)C2CCCNC2=O)c1 (stereo unspecified) | 2 | -3 | -19 | 90 | -13 | 93 | -2 | 0 | -1
CC1(C)CCC(C)(C)NC(=S)N1 | 35 | -1 | -6 | 99 | -2 | 102 | 3 | 2 | 0
CCOc1ccc(OCc2cccc(C(=O)Nc3ccc(CN4CCCCC4)cc3)c2)cc1 | 23 | 6 | -15 | 113 | -5 | 161* | -7 | 7 | -2
O=C(Nc1cccc(-c2cn3c(n2)SCC3)c1)c1ccc2ccccc2n1 | -1 | -10 | 5 | 63 | -8 | 66 | 4 | -1 | -3
O=C(Nc1ccncc1)Nc1ccccc1Cl | 14 | 1 | 10 | 99 | 1 | 101 | 1 | -8 | -2
O=C(c1ccco1)N(CCCN1CCOCC1)c1nc(-c2ccc(F)cc2)cs1 | -22 | 7 | 2 | 105 | 8 | 114 | 3 | -8 | -9
CC(=O)NCCC(=O)Nc1nc2c(ccc3ccccc32)s1 | 30 | 3 | 20 | 100 | 8 | 102 | 1 | -15 | 0
COc1cccc(CN(C)C(=O)CCc2nnc(-c3ccsc3)o2)c1 | 29 | -16 | 17 | 92 | 3 | 79 | 0 | -27 | 3
Additional structures.
SMILES | NALP1 yeast inh | MEKK2mut PB1 HTS | UBC9 SUMO inh | MEKK3 PB1 HTS | PfM18AAP inh | MEKK2 WT-MEK5 | IDE inh | p-CIP stab down | IDE cell activ
CN1/C(=C\C(=O)COC(=O)C2COc3ccccc3O2)C(C)(C)c2ccccc21 (stereo unspecified) | 1 | · | 0 | · | 2 | · | -4 | -21 | 2
COc1cccc(/C=N/NC(=O)c2nc(-c3ccccc3)cc(-c3ccccc3)n2)c1O | 10 | -1 | -7 | 110 | -5 | 97 | 3 | 10 | -1
O=C(NCc1ccccc1)c1onc(CSc2ccccc2)c1C(=O)NCC1CC1 | 3 | 2 | -35 | 97 | · | 96 | -4 | -6 | 0
O=C(CSc1ncnc2sc3c(c12)CCCCC3)NCc1ccco1 | 2 | 1 | -5 | 92 | 9 | 92 | 4 | 3 | 4
